Assay outcomes (PubChem BioAssay)
Rac1 act GTP bind: modulators of GTP binding to human Rac1 activated mutant; P63000; percent activity (GTP binding), % at 10 µM; 190,000 compounds, 0.11% hits; GST-Rac1 activated beads, fluorescent GTP binding, flow cytometry; actives lie on both sides; 100% means binding = to untreated wells;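 active = GTP binding at least 20 percentage points away from the 100% baseline, in either direction, so actives lie on both sides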
ABCG2 inh: blocks JC-1 efflux by human ABCG2 transporter. IgMXP3 cells, flow cytometry. AID 1325. inhibition, % at 6.6 µM. 190,000 compounds, 0.1% hits. Q9UNQ0;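 active = inhibition above 80%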;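 also: 0% = DMSO and 100% = nicardipine control wells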
Target sequence (Q9UNQ0 whole entry, looked up): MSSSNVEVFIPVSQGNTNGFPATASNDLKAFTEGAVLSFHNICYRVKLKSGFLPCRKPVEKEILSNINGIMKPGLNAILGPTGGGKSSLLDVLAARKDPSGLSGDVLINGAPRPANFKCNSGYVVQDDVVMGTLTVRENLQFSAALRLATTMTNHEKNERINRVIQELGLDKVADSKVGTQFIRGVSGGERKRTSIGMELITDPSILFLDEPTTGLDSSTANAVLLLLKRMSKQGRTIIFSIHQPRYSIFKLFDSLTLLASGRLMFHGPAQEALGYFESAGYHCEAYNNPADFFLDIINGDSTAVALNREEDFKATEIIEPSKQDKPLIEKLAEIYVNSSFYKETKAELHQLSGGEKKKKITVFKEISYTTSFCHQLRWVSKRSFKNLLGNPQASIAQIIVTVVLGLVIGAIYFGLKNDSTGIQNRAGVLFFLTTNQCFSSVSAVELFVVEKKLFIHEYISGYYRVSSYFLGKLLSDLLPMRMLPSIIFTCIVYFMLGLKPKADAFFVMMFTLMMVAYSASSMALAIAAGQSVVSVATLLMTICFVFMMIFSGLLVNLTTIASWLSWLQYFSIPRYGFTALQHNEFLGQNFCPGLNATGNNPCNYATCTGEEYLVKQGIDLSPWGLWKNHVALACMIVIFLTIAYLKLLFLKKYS
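material = IgMXP3 (ABCG2) plus far-red-tagged CCRF-Adr (ABCB1) cells | amount = 3 million cells/mL, equal mix of both lines | also added = JC-1 transporter substrate | dosing = one concentration, 6.6 µM final | schedule = 10 min at 25 °C | measured by = flow cytometric JC-1 green MFI at 530 nm | read-out basis = percent efflux inhibition, scaled nicardipine 100% to DMSO 0%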
Rab2A wt mod: changes GTP binding to wildtype dog Rab2A, up or down | P61105 | GST-Rab2 wt beads, Bodipy-GTP binding, flow cytometry | GTP binding activity, % at 10 µM | 190,000 compounds, 0.19% hits | AID 760;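 active = GTP binding activity at least 20 points away from 100%, either lowered or raised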;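 also: 0% = beads with excess unlabeled GTP and 100% = no-compound control corrected for plate trend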
Avidin fluor: compound fluoresces at 488/530 nm on avidin beads | compound fluorescence 488/530 nm, flow cytometry; hits give high values | fluorescence (KMESF) at 10 µM | 220,000 compounds, 0.38% hits; in the data active = fluorescence above about 47; also: inactives centre near 10
HRas wt GTP bind: changes GTP binding to wildtype human HRas; P01112; GST-Ras wt beads, Bodipy-FL-GTP binding, flow cytometry; actives lie on both sides; GTP binding activity, % at 10 µM; 190,000 compounds, 0.14% hits; AID 759;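 active = GTP binding activity at least 20% away from the 100% baseline, either lowered as inhibitor or raised as activator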;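 also: 0% = unlabeled GTP competition control and 100% = no-compound control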
Target sequence (P01112 whole entry, looked up): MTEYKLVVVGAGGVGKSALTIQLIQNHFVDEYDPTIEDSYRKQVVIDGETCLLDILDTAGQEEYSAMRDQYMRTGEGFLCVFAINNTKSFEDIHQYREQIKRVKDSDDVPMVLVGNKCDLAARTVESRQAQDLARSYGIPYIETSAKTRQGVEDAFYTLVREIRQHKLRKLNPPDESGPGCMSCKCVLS
GSH bead fluor: compound fluoresces at 488/530 nm on GSH beads; GSH beads flow cytometry, compound fluorescence 488/530 nm; hits give high values; fluorescence (KMESF) at 10 µM; 190,000 compounds, 0.25% hits; in the data active = fluorescence above about 89;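 also: glutathione beads carrying GST-tagged Bcl family fusion proteins plus one bare bead set; values are compound well signal with DMSO vehicle wells as background; inactives centre near 16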
Pf gametocyte: inhibitors of late stage P. falciparum gametocyte viability; P. falciparum stage V gametocytes, ATP luminescence, 24 h; inhibition, % at 10.9 µM; 150,000 compounds, 0.065% hits;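 active = inhibition above the mean plus 3 SD of compounds within the control limits, set per campaign, cut at about 38% in these data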;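 also: 0% = DMSO wells and 100% = medium only without gametocytes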
Cdc42 wt: modulators (inhibitors or activators) of GTP binding to human Cdc42 wildtype | GST-Cdc42 beads, Bodipy-GTP binding, flow cytometry; actives lie on both sides | percent activity (GTP binding), % at 10 µM | P60953 | 190,000 compounds, 0.2% hits;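 active = percent activity GTP binding at least 20 points away from the 100% baseline, either down as inhibitor or up as activator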;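 also: median bead fluorescence of bound Bodipy-FL-GTP at 100 nM; 0% = excess unlabeled GTP control and 100% = no compound control; below 100% means less GTP binding so inhibitor and above means activator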
Target sequence (P60953 whole entry, looked up): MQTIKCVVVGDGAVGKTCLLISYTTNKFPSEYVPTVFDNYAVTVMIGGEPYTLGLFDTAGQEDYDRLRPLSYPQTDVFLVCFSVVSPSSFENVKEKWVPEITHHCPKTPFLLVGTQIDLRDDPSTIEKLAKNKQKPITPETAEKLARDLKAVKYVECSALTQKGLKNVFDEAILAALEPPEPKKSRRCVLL
ABCB1 block: blocks JC-1 efflux by human ABCB1 transporter; P08183; CCRF-Adr cells, flow cytometry; inhibition, % at 6.6 µM; 190,000 compounds, 0.067% hits; AID 1326; in the data active = inhibition above about 40%;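 also: 0% = vehicle and 100% = reference inhibitor; higher value means more JC-1 retained so stronger ABCB1 efflux block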
Rac1 wt modul: human Rac1 wildtype GTP binding, inhibitors and activators; GTP binding activity (% of control), % at 10 µM; 190,000 compounds, 0.27% hits; GST-Rac1 beads, fluorescent GTP binding, flow cytometry; actives lie on both sides; 0 = cold GTP competed, 100 = untreated; P63000;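 active = GTP binding activity at least 20 points away from the 100% control level, either lower or higher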
Rab7 wt modul: dog Rab7 wildtype GTP binding, inhibitors and activators; GST-Rab7 beads, fluorescent GTP binding, flow cytometry; actives lie on both sides; untreated = 100%, excess cold GTP = 0%; 190,000 compounds, 0.055% hits; AID 758; GTP binding activity (percent of control), % at 10 µM;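 active = fluorescent GTP binding to Rab7 beads changed by at least 20 points from the 100% baseline, either direction, mostly lower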;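 also: median green fluorescence of bound Bodipy-FL-GTP per Rab7 bead population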
* = called active by the depositor; . = not tested or not shown.

SMILES | Rac1 act GTP bind | ABCG2 inh | Rab2A wt mod | Avidin fluor | HRas wt GTP bind | GSH bead fluor | Pf gametocyte | Cdc42 wt | ABCB1 block | Rac1 wt modul | Rab7 wt modul
Cc1ccc(C)n1-c1cc(S(=O)(=O)N2CCOCC2)ccc1N1CCCC1 | 99 | 0 | 100 | 32 | 102 | 15 | . | 101 | 0.3 | 102 | 97
COc1ccc(C(C)C)cc1S(=O)(=O)Nc1ccccn1 | 98 | 2 | 104 | 18 | 105 | 10 | -8 | 103 | 0.4 | 100 | 106
CCOc1ccc(N(C(C)C(=O)N/N=C(\C)c2cccc(NC(=O)c3ccccc3)c2)S(C)(=O)=O)cc1 (stereo not given) | 95 | 4 | 97 | . | 97 | 9 | -27 | 97 | 1.7 | 97 | 98
O=C(Cn1cc2c(n1)CCCC2)N1CCCC1 | 101 | 3 | 99 | 23 | 100 | 14 | . | 102 | 0.6 | 102 | 101
COCC(C)NC(=S)NCCc1ccc(Cl)cc1Cl (stereo not given) | 96 | 16 | 100 | 5 | 99 | 21 | . | 101 | 0.5 | 102 | 100
Cc1ccc(OCC(=O)Nc2ccc3c(c2)OCO3)cc1C | 88 | 1 | 90 | 10 | 93 | 11 | -15 | 88 | 0.2 | 92 | 99
Cc1cc(=O)oc(C)c1C(=O)N1CCc2c([nH]c3ccccc23)C1C(C)C (stereo not given) | 99 | 0 | 102 | 6 | 102 | 24 | . | 99 | 0.3 | 102 | 102
CC(=O)Nc1ccc(C(=O)N/N=C/C2CC3C=CC2C3)cc1 (stereo not given) | 97 | 0 | 94 | 28 | 95 | 9 | 3 | 98 | 0.2 | 98 | 93
CC(C)OC(=O)CSc1nnc2c(n1)[nH]c1ccc(F)cc12 | 93 | 6 | 97 | 12 | 96 | 13 | -25 | 93 | 0.1 | 98 | 105
O=C(O)c1ccc(N=NN2CCCC2)cc1 | 99 | 7 | 98 | 10 | 100 | 20 | . | 95 | 1.0 | 102 | 106
CC(NC(=O)c1ccc(Cl)s1)C1CCCO1 (stereo not given) | 97 | 1 | 99 | 8 | 99 | 10 | . | 100 | 0.4 | 96 | 97
CCOc1ccc(N/C(=C(/C(Cl)=C(Cl)Cl)[N+](=O)[O-])n2cncn2)cc1 | 98 | -2 | 100 | 8 | 98 | 38 | . | 98 | -0.8 | 100 | 100
CCOc1ccc(-c2[nH]ncc2Oc2cccc(OC)c2)c(O)c1 | 101 | 6 | 100 | 12 | 101 | 29 | . | 103 | -0.2 | 102 | 100
O=S(=O)(c1cc(Cl)ccc1Cl)n1nnc2ccccc21 | 102 | 2 | 101 | 10 | 102 | 29 | . | 103 | 0.5 | 104 | 102
CCN=C1SC(CC(=O)NCc2ccccc2)C(=O)N1CC (stereo not given) | 93 | 0 | 95 | 9 | 93 | 43 | 9 | 94 | 0.0 | 93 | 104
COC(=O)c1ccc(S(=O)(=O)N2CCCC2)o1 | 102 | -1 | 100 | 10 | 104 | 36 | 9 | 105 | -0.5 | 107 | 100
CC(C)NC(=O)CSCc1c(F)cccc1Cl | 97 | 1 | 96 | 5 | 99 | 121* | -8 | 98 | -0.1 | 102 | 98
CC1(C)Cc2c(sc3[nH]c(=S)[nH]c(=O)c23)CO1 | 97 | -1 | 100 | 20 | 100 | 11 | -23 | 99 | -0.7 | 99 | 103
O=C(OCc1nnc(-c2ccccc2)o1)c1ccc2c(c1)OCCO2 | 99 | -1 | 101 | 9 | 100 | 14 | . | 100 | 0.0 | 103 | 102
O=C(NCc1cn2ccsc2n1)Nc1ccc(Cl)cc1 | 101 | 3 | 105 | 35 | 104 | 14 | . | 107 | 0.3 | 106 | 100
CCOC(=O)C1(CC2CC2)CCN(C(=O)c2ocnc2C)CC1 | 93 | 4 | 99 | 2 | 97 | 10 | -13 | 99 | 1.1 | 96 | 101
COc1cccc(C(=O)N2CCN(Cc3cc(Br)ccc3OC)CC2)c1 | 98 | 7 | 98 | 8 | 98 | 16 | -17 | 102 | 0.5 | 102 | 96
Cc1cc(NC(=O)CSc2nccn2-c2cccc(C)c2C)no1 | 96 | 5 | 96 | 4 | 95 | 11 | -7 | 96 | 2.4 | 94 | 93
COc1ccc(CNC(=O)C2CCN(S(C)(=O)=O)CC2)c(OC)c1 | 99 | 0 | 103 | 22 | 106 | 15 | -6 | 99 | 0.4 | 105 | 107
Cc1c(Cl)cccc1NC(=S)/C(=C(\[O-])c1ccc(Cl)s1)[n+]1ccccc1 | 100 | 0 | 100 | 11 | 101 | 4 | -26 | 98 | -0.1 | 103 | 101
The results go on:
SMILES | Rac1 act GTP bind | ABCG2 inh | Rab2A wt mod | Avidin fluor | HRas wt GTP bind | GSH bead fluor | Pf gametocyte | Cdc42 wt | ABCB1 block | Rac1 wt modul | Rab7 wt modul
Cc1nc(SCC(=O)Nc2ccc3c(c2)OCO3)c(C#N)c2c1CCCC2 | 99 | 4 | 98 | 9 | 100 | 65 | . | 100 | 0.7 | 101 | 97
Cn1c(SCC(=O)Nc2nccs2)nnc1-c1ccc(S(=O)(=O)N2CCCC2)cc1 | 92 | -1 | 92 | 6 | 92 | 54 | . | 92 | -0.1 | 91 | 98
O=C(COc1ncnc2c(Cl)cc(Cl)cc12)NCCC1=CCCCC1 | 95 | 3 | 94 | 9 | 97 | 29 | . | 97 | 1.1 | 93 | 96
CCCc1nn(C)c(C(=O)Nc2cccc3ccccc23)c1Cl | 98 | 10 | 96 | 20 | 96 | 16 | -1 | 97 | 0.9 | 99 | 100
O=C(CSc1nnc(-c2ccccc2)c(-c2ccccc2)n1)Nc1ccc(Br)cn1 | 98 | 3 | 97 | 9 | 98 | 11 | . | 99 | 0.7 | 101 | 98
CCOC(=O)N1CCN(C(=O)CN(c2ccc(OC)cc2)S(C)(=O)=O)CC1 | 99 | 21 | 101 | 9 | 101 | 32 | 8 | 102 | 1.6 | 110 | 103
O=C(Cn1ccc([N+](=O)[O-])n1)Nc1nccs1 | 100 | 17 | 99 | 8 | 99 | 5 | 3 | 99 | 0.4 | 103 | 97
CSc1nnc([C@@H](NC(=O)OC(C)(C)C)C(C)C)o1 | 100 | 0 | 102 | 7 | 100 | 14 | . | 101 | -0.2 | 107 | 98
CCOC(=O)C1C(=O)CC(C)(O)C(C(=O)OCC)C1c1ccc(F)cc1 (stereo not given) | 95 | -1 | 99 | 1 | 97 | 43 | . | 99 | 0.4 | 97 | 98
Cn1c(=O)c2c(nc(NCc3ccco3)n2C/C=C/c2ccccc2)n(C)c1=O | 101 | 3 | 103 | 25 | 104 | 12 | . | 104 | 1.5 | 106 | 104
Cc1cc2c(nc1C)CCCN2C[C@@H](C)O/N=C1/[C@H]2CCn3c(=O)n(-c4ccccc4)c(=O)n3[C@H]2[C@H](O)[C@@H]2O[C@H]12 | 101 | 9 | 101 | 12 | 102 | 18 | . | 102 | 1.3 | 106 | 96
CC(=O)NCC12CC3CC(C1)CC(C(=O)O)(C3)C2 | 102 | 21 | 102 | 32 | 103 | 22 | -19 | 107 | 0.8 | 109 | 101
CS(=O)(=O)N(CC(=O)N1CCCCCC1)Cc1ccc(Cl)cc1 | 94 | 3 | 95 | 9 | 95 | 12 | 13 | 95 | 1.7 | 94 | 92
CC(C)NC(=O)NC(=O)CSc1ncc(C(F)(F)F)cc1Cl | 104 | 1 | 100 | 37 | 103 | 20 | . | 103 | 0.1 | 105 | 102
CNc1c(N)n(Cc2ccccc2)c(=O)[nH]c1=O | 97 | 0 | 98 | 4 | 97 | 16 | 4 | 98 | 0.3 | 97 | 95
Cn1c(C(C(=O)NCC2CCCO2)N(CCc2ccccc2)C(=O)Cn2nnc3ccccc32)nc2ccccc21 (stereo not given) | 101 | -7 | 100 | 13 | 100 | 23 | 0 | 102 | 1.8 | 104 | 100
CCOC(=O)N1CCN(C(=O)c2ccc(N(Cc3ccccc3)S(C)(=O)=O)cc2)CC1 | 99 | 14 | 102 | 13 | 102 | 35 | 8 | 104 | 0.9 | 106 | 103
CCN(c1ccc(C)c(C)c1)S(=O)(=O)c1c(C)[nH]c(=O)[nH]c1=O | 98 | 2 | 100 | . | 102 | 11 | . | 101 | 0.4 | 99 | 104
Cn1c(SCC(=O)N2c3ccccc3Sc3ccccc32)nnc1-c1ccco1 | 99 | 2 | 99 | 13 | 99 | 16 | -17 | 99 | 1.3 | 101 | 97
CCC(C)(C(=O)NC1CCCCC1)N(Cc1ccco1)C(=O)Cc1cccs1 (stereo not given) | 97 | 0 | 98 | 39 | 100 | 7 | . | 100 | 0.2 | 100 | 97
C=CCOc1c(Br)cc(CNc2ccc(NC(=O)CCC)cc2)cc1OCC | 97 | 2 | 95 | 7 | 98 | 24 | . | 97 | 0.1 | 99 | 96
CC(=O)Nc1cccc(N=NN2CCCCC2)c1 | 98 | 0 | 96 | 10 | 97 | 20 | -2 | 98 | -0.1 | 98 | 96
Clc1cccc(-c2nc3nc4ccccc4nc3n2Cc2ccccc2)c1 | 100 | -3 | 101 | 11 | 101 | 6 | 3 | 101 | -0.7 | 106 | 102
O=C(c1ccccc1)N1CN2CN(C(=O)c3ccccc3)CC([N+](=O)[O-])(C2)C1 | 97 | 3 | 99 | 16 | 100 | 17 | 4 | 97 | 0.8 | 99 | 97
CSc1cccc(NC(=S)N(Cc2ccccc2)Cc2cccnc2)c1 | 97 | -1 | 103 | 5 | 99 | 10 | 28 | 97 | 1.1 | 101 | 104
Going on with the list:
SMILES | Rac1 act GTP bind | ABCG2 inh | Rab2A wt mod | Avidin fluor | HRas wt GTP bind | GSH bead fluor | Pf gametocyte | Cdc42 wt | ABCB1 block | Rac1 wt modul | Rab7 wt modul
N#Cc1ccc(Oc2cc(C(F)(F)F)nc(-c3ccccn3)n2)cc1 | 99 | 20 | 99 | 25 | 100 | 23 | 12 | 101 | 0.6 | 103 | 96
S=C(Nc1ccccc1Cl)N1CCCCC1 | 100 | 3 | 100 | 15 | 102 | 17 | . | 105 | 0.2 | 105 | 102
CC1=CC(C)C2C(=O)N(O)C(=O)C2C1 (stereo not given) | 98 | 1 | 102 | 15 | 104 | 11 | . | 105 | 0.5 | 103 | 106
O=C(Nc1ccc2oc(-c3ccc4ccccc4c3)nc2c1)c1cccs1 | 97 | -1 | 95 | 8 | 101 | 6 | 25 | 99 | -0.6 | 99 | 100
CCOC(=O)CSc1nc2c(cnn2-c2ccc(C)cc2)c(=O)[nH]1 | 99 | 2 | 100 | 7 | 97 | 25 | . | 101 | 0.2 | 99 | 96
O=C(O)Cc1sc(N/N=C\c2ccccc2)nc1-c1ccccc1 | 92 | -2 | 95 | 2 | 101 | 5 | -1 | 98 | -0.6 | 97 | 97

Printed as active in GSH bead fluor (from the list above):
molecule,Rac1 act GTP bind,ABCG2 inh,Rab2A wt mod,Avidin fluor,HRas wt GTP bind,GSH bead fluor,Cdc42 wt,ABCB1 block,Rac1 wt modul,Rab7 wt modul
CC(C)NC(=O)CSCc1c(F)cccc1Cl,97,1,96,5,99,121*,98,-0.1,102,98
